# INS promoter inh = TRM-6 insulin promoter activity inhibition; TRM-6 cells (human fetal islet line), insulin promoter-eGFP reporter, imaging; reporter expression induced with tamoxifen; inhibition, % at 2 µM; 130,000 compounds, 0.9% hits;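 active = inhibition above the mean plus 3 SD, with well images judged a real hit on visual review, cut at about 60% in these data, passing the limit was not always enough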
# SDO1 yeast rescue = restores growth of sdo1-depleted yeast. S. cerevisiae sdo1-depleted JHY4D growth rescue, OD600 30 h; active compounds read high; pdr5 snq2 efflux-pump mutant strain. 140,000 compounds, 0.21% hits. AID 817. z-score at 10 µM;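 active = z-score above 3 at both the 24 hr and the 30 hr optical density reads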;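 note: z-score against mean and SD of all compound wells on the same plate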
# SDO1 yeast rescue Rescue 24 h = second read-out of SDO1 yeast rescue, no call of its own (marks repeat the call); z-score; S. cerevisiae sdo1-depleted JHY4D growth rescue, OD600; measured here: growth rescue at 24 h;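 0 is the plate mean of compound wells and units are plate SD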
# * marks the source's active call; other numbers are inactive results; x = not tested or not shown; [ ] = dose if it differs, or a comment. These rows are one share of the data, so the mix of outcomes need not match the whole.
# Screens in order: INS promoter inh, SDO1 yeast rescue, SDO1 yeast rescue Rescue 24 h
- CS(=O)(=O)N(Cc1ccccc1)c1ccc(C(=O)Nc2cccnc2)cc1
 : 19, 0.46, -0.35
- CCN(CC)S(=O)(=O)c1ccc2oc(Nc3ccc4c(c3)OCCO4)nc2c1
 : 33, -1.1, 0.54
- Fc1ccccc1CSc1nnc(Cn2cnc3ccccc32)n1-c1ccccc1
 : 3, -0.2, -0.35
- O=C(CCc1n[nH]c(=O)[nH]c1=O)N1CCOCC1
 : x, 0.11, -0.2
- CCOc1ccc2c(c1)C(=NNC(=O)c1ccncc1)c1cc(OCC)ccc1-2
 : x, -0.51, -0.47
- COc1cccc(C(=O)Nc2c3c(nn2-c2cccc(C)c2C)CS(=O)C3)c1OC (stereo not given)
 : x, 0.46, -0.09
- CCn1c(C)nc2cc(C(=O)NNC(=S)NC(=O)c3ccccc3)ccc21
 : -7, x, x
- COc1ccc(Cl)cc1N(CC(=O)Nc1ccccc1SC)S(C)(=O)=O
 : -129, -1.6, -1.2
- CC(C)c1ccc(-c2nc(N3CCCC3)nc3n[nH]c(N)c23)cc1
 : x, -0.07, 0.8
- O=C(CSCC(=O)N1CCCCC1)Nc1nc(-c2cccs2)cs1
 : x, -0.49, 1.3
- C=CCN1C(=O)C(Cc2cccc(C)c2)SC1=Nc1ccc(C(=O)O)cc1 (stereo not given)
 : 27, -0.28, -0.57
- CCCN(CCC)c1nc(C#N)nc(N(CCC)CCC)n1
 : 47, x, x
- CCC(C)c1ccc(NC(=S)NN2CCOCC2)cc1 (stereo not given)
 : x, 0.45, 0.12
- Cc1ccccc1-c1nn(-c2ccc(F)cc2F)cc1CNCCCO
 : -9, x, x
- CCCC(=O)N(c1ccc(F)cc1)C1C=CS(=O)(=O)C1 (stereo not given)
 : 0, 0.07, -0.71
- Cc1noc(NS(=O)(=O)c2ccc(NC(=O)c3cnc4n(c3=O)CCS4)cc2)c1C
 : -219, 1.6, 2.1
- CC(=O)Nc1ccc(NC(=O)C(Cc2ccccc2)NC(=O)C2CCCCC2)cc1 (stereo not given)
 : 64*, 0.36, -0.41
- Cc1ccc(S(=O)(=O)Nc2ccc(-c3csc(-c4ccccc4)n3)cc2)cc1
 : -17, -0.66, -0.32
- CCOC(=O)CN(Cc1sccc1C)C(=O)Nc1ccc(OCC)cc1
 : -10, 0.99, 1.4
- O=C(NCCC1=CCCCC1)c1cnsn1
 : -3, 0.06, -0.38
- Cn1c(SCC(=O)N2CCCc3ccccc32)nc2ccccc2c1=O
 : -2, -2, -1.9
- Cc1ccc(NC(=O)CCCCCN2C(=O)c3ccccc3C2=O)nc1
 : x, 0.21, 0.34
- N=c1c2c(n(Cc3ccc(Br)cc3)c3c1CCC3)CCCC2
 : 17, 1.4, 0.6
- O=C(NCc1ccc2c(c1)OCO2)C12CN(Cc3ccccc3)CC1C(c1cccc([N+](=O)[O-])c1)=NO2 (stereo not given)
 : -39, -0.44, -0.16
- CN1/C(=C\C(=O)c2cccc(S(=O)(=O)N3CCCCC3)c2)C(C)(C)c2ccccc21
 : -9, 0.37, 0.68
- Cc1cccc(-n2c3nc(=O)[nH]c(=O)c-3cc3c(C)nn(-c4ccccc4)c32)c1C
 : 18, 0.57, -1.2
- CCCOC(=O)Cn1c(=O)c2cc3c(=O)n(CC(=O)OCCC)c(=O)c3cc2c1=O
 : 33, 0.47, 0.11
- CCOC(=O)C1CCCN(C(=O)c2cn(C)c3ccc(S(=O)(=O)N4CCCC4)cc3c2=O)C1 (stereo not given)
 : x, 0.62, 0.09
- Cc1ccccc1OCC(O)CN (stereo not given)
 : x, -0.37, -0.13
- Cc1ccc(/C=N\NC(=O)c2cncc(Br)c2)o1
 : -8, 0.24, 0.07
- O=[N+]([O-])c1cc(/C=N/Nc2nc(N3CCOCC3)nc(N3CCOCC3)n2)ccc1Cl
 : x, 0.13, 0.49
- Cc1ccc(S(=O)(=O)N2CCCCC2)cc1NC(=O)c1ccc2c(=O)n3c(nc2c1)CCCCC3
 : -53, 0.74, 0.99
- CC(=O)N1CCC2(CC1)NC(=O)N(c1ccccc1)N2
 : 40, x, x
- COc1cccc(C(=O)Nc2nnc(C3CCCO3)s2)c1 (stereo not given)
 : -30, -0.16, -1.2
- CCCCC(CC)C(=O)NCCc1ccc(S(N)(=O)=O)cc1 (stereo not given)
 : x, 0.35, -0.72
- Cc1csc(NC(=O)c2cccc(S(=O)(=O)N3CCN(C)CC3)c2)n1
 : -46, x, x
- CCCCNC(=O)CCn1nc(-c2ccccc2)ccc1=O
 : 21, 1.2, 1.3
- CCOC(=O)c1ccc(COC(=O)c2cc(=O)[nH]c3ccccc23)o1
 : -150, -0.27, -0.53
- O=S(=O)(c1ccc(Cl)c(NC(=S)Nc2cccc(O)c2)c1)N1CCOCC1
 : 0, 15*, 9.8*
- O=C(COC(=O)CC(c1ccccc1)c1ccccc1)Nc1c(F)cccc1F
 : 4, -1.4, -1.5
- O=C(CN(Cc1ccco1)C(=O)c1ccc(Cl)cc1)Nc1c(Cl)cc(Cl)cc1Cl
 : x, -0.7, 0.33
- COCCNc1nc(CSc2ccccc2)nc2sc(C)c(C)c12
 : x, -1.9, -1.4
- COc1ccc(Cl)cc1C(=O)NC(=S)Nc1cc(-c2nc3ccccc3[nH]2)ccc1C
 : -18, -1.3[7 µM], -1.1
- C=CCn1c(COc2ccccc2)nnc1SCC(=O)NCC(=O)OCC
 : 29, 1.1, 1.9
- NC(=O)C1(N2CCCCC2)CCN(Cc2ccc(F)cc2)CC1
 : -33, 0.1, -0.13
- CCN(CC)S(=O)(=O)c1ccc(-c2nnco2)cc1
 : x, 0.63, 0.54
- Cc1ccc(CNC(=O)CSc2ccc(-c3ccco3)nn2)cc1
 : -6, 0.77, -0.01
- O=C(NCCN1C(=O)S/C(=C\c2ccc(OC(F)F)cc2)C1=O)c1cnccn1
 : -38, -1.2, -0.49
- COc1cccc(-c2csc(N3CCN(C(=O)Nc4ccccc4OC)CC3)n2)c1
 : -21, -1.7, -1.7
- CC(=O)n1nc(-c2ccccc2)nc1NCc1ccc(F)cc1
 : 50, -0.58, -0.55
- O=C(CCc1ccccc1)Nc1ccccc1[N+](=O)[O-]
 : -94, 1.9, 1.6
- COc1ccc(CN(C(=O)c2ccc(-c3ccccc3)[nH]2)C(C(=O)NCC2CCCO2)c2ccc(C)o2)cc1 (stereo not given)
 : 33, -0.68, -0.38
- COc1ccc(OCC(=O)OCC(=O)Nc2ccc(S(=O)(=O)N3CCCCC3)cc2)cc1
 : x, -0.24, -0.2
- CC1CC(C)CN(C(=O)Cn2c(SCC(=O)N3CCc4ccccc4C3)nc3ccccc32)C1 (stereo not given)
 : -107, -0.17, 0.53
- Cc1cc(CSc2ccccc2)ccc1NC(=O)COc1ccccc1
 : -42, -0.21, 0.03
- COc1ccc2c(c1)C(C)=CC(C)(C)N2C(=O)CN1C(=O)CCC1=O
 : 31, 0.85, 0.93
- Cc1cc(NC(=O)c2cc3ccccc3oc2=O)no1
 : -10, -1.1, -0.81
- CCCCNC(=O)C1C2C=CC3(CN(Cc4ccc(C)cc4)C(=O)C13)O2 (stereo not given)
 : x, 1, 0.75
- c1ccc(-c2noc(CSc3nnc(Cc4cccs4)n3-c3ccccc3)n2)cc1
 : -40, -1.3, -1.1
- C/C(=N\Nc1ccc([N+](=O)[O-])cc1)c1ccc(-n2nncc2C)cc1
 : -25, -0.97, -0.57

# Five records drawn at random from the list so far, as already listed:
# Screens in order: INS promoter inh, SDO1 yeast rescue, SDO1 yeast rescue Rescue 24 h
- Cc1ccc(S(=O)(=O)N2CCCCC2)cc1NC(=O)c1ccc2c(=O)n3c(nc2c1)CCCCC3
 : -53, 0.74, 0.99
- CCCCNC(=O)CCn1nc(-c2ccccc2)ccc1=O
 : 21, 1.2, 1.3
- O=C(NCCN1C(=O)S/C(=C\c2ccc(OC(F)F)cc2)C1=O)c1cnccn1
 : -38, -1.2, -0.49
- CCC(C)c1ccc(NC(=S)NN2CCOCC2)cc1 (stereo not given)
 : x, 0.45, 0.12
- CN1/C(=C\C(=O)c2cccc(S(=O)(=O)N3CCCCC3)c2)C(C)(C)c2ccccc21
 : -9, 0.37, 0.68

# Additional compounds.
Molecule	INS promoter inh	SDO1 yeast rescue	SDO1 yeast rescue Rescue 24 h
CCC(C)N1CCCCC1C(=O)Nc1c(C)cc(C)cc1C (stereo not given)	-76	0.54	0.91
CCOC(=O)c1c(C)c(C(=O)NCc2ccccc2OC)c(C)n1C	x	-0.05	0.07
O=C(Nc1ccccc1)N1CCc2ccccc2C1	-109	-0.53	-0.29
COc1ccc(-c2ccnc3c(C#N)cnn23)cc1	9	x	x
CN(Cc1ccccc1)C(=O)CCS(=O)(=O)c1ccc2c(c1)n(C)c(=O)c(=O)n2C	x	0.55	0.42
CC1=C(C(=O)Nc2ccccc2C)C(c2ccc(C)o2)C2=C(CCCC2=O)N1 (stereo not given)	-6	1.3	-0.03
CCOC(=O)CCC(NC(=O)c1cncc(O)c1)C(=O)OCC (stereo not given)	16	0.21	-0.1
COc1cc2[nH]c(=O)n(CCC(=O)N3CCC(N4CCCCC4)CC3)c(=O)c2cc1OC	x	0.33	-0.05
NC(=O)C1(N2CCCCC2)CCN(C2CC(=O)N(CCc3ccccc3)C2=O)CC1 (stereo not given)	-8	0.39	-0.43
COc1ccc(-c2nnc3n2N=C(C)CS3)cc1OC	x	0.39	-0.22
Cc1ccc(C(=O)CCC(=O)N2CCN(C(=O)c3ccco3)CC2)cc1	44	x	x
CCc1nnc(NC(=O)NC(C)(C)C)s1	46	0.51	0.4
COc1ccc(CCNC(=O)CN2CCC(n3nnc4cc(F)ccc43)CC2)cc1OC	12	0.6	0.28
O=c1cc(-c2ccccc2)[nH]c2nc3ccccc3n12	25	-0.82	-0.15
NC(=O)CCCc1nc(-c2ccccc2Cl)no1	23	-0.66	-0.74
CN(C)S(=O)(=O)c1cccc(C(=O)Nc2cc(Cl)ccc2O)c1	-100	-0.05	-0.93
C=CCN(c1ccccc1)S(=O)(=O)c1c(C)[nH]c(=O)[nH]c1=O	0	x	x
Cc1nnc(SCC(=O)NCCc2ccccc2)[nH]c1=O	7	x	x
CN=c1scc(-c2ccc([N+](=O)[O-])cc2)n1/N=C/c1ccco1	25	x	x
C=CCOC(=O)C1=C(C)Nc2nc3ccccc3n2C1c1ccncc1 (stereo not given)	x	-0.3	0.02
Cc1ccc(C(=O)c2ccccc2C(=O)OCC(=O)Nc2ccc(SC(F)F)cc2)cc1	5	-0.75	-0.25
COc1ccc(-n2cc(-c3ccccc3)[nH]c2=S)cc1	x	-0.06	0.01
Cc1cc(NC(=O)Nc2ccccc2)n(-c2ccccc2)n1	46	0.01	-0.13
FC(F)(F)c1cccc(NC(=S)NCc2ccc(Cl)cc2)c1	-30	x	x
O=C(C[n+]1cccc(CNC(=O)c2ccc(OC(F)F)cc2)c1)c1ccccc1	-341	x	x
Cc1cc(C)n(S(=O)(=O)c2ccc3ccccc3c2)n1	27	-0.69	-0.78
Cc1cc(NCCO)nc(-n2nc(C)cc2C)n1	79*	0.78	0.81
O=S1(=O)C=C(Sc2nnc(-c3ccccc3)o2)c2ccccc21	-270	-2.1	-0.8
CCOC(=O)c1cnc2nc(Cc3ccccc3)[nH]n2c1=O	x	0.89	0.14
Cc1ccccc1-c1nnc(-c2cccs2)o1	58	x	x
CS(=O)(=O)N1CCC(C(=O)Nc2cc(C(F)(F)F)ccc2Cl)CC1	0	2.5	2.5
COc1ccc(-c2ccc(-c3nnc(Cc4ccc(OC)c(OC)c4)o3)cc2)cc1	x	0.71	1.8
Cc1ccc(C)c2c1cc(C)c1nnc(SCC(=O)c3cccs3)n12	3	-1.2	-1.1
Cc1ccc2c(c1)N(CCC(=O)NCCCOC(C)C)C(=O)C(C)O2 (stereo not given)	-27	0.88	0.97
COCCCNC(=O)Cn1nnc(-c2ccc(NC(=O)c3cccnc3)cc2)n1	-7	x	x
Cc1cc(C)nc(-n2nc(C)cc2NC(=O)c2cccc(S(=O)(=O)N3CCOCC3)c2)n1	x	-0.53	1.4
COc1nc(OC/C(N)=N/O)nc(N2CCOCC2)n1	-12	0.22	0.17
COc1ccc(OC)c(N=C2C(=O)Nc3ccccc32)c1	x	0.83	1.4
COC(=O)c1ccc(OC(=O)c2cccs2)cc1	-13	x	x
Cc1cccc(NC(=O)CCc2ccc(S(=O)(=O)NC3CCCCC3)cc2)c1	-27	-0.62	-0.38
CN(Cc1ccc(OC(F)F)cc1)C(=O)c1ccc2nccnc2c1	6	0.25	0.21
Cc1ccc(S(=O)(=O)N(C)c2ccccc2C(=O)NC2CCCC2)cc1	18	-0.25	-0.36
CN1c2ccccc2-c2nc3ccccc3n2C1c1ccncc1 (stereo not given)	55	-0.29	-0.79
COc1ccc(OCC(=O)Nc2cc(-c3nn4c(C)nnc4s3)ccc2C)cc1	x	-1.3	-0.9
COc1ccc2c(c1)c(CC(=O)O)c(C)n2C(=O)c1ccc(Cl)cc1	14	0.31	0.04
CCCCCCC(C)n1cc(C(C)=O)c(=O)n(C)c1=O (stereo not given)	29	0.9	0.42

# Full records as entered above:
# COc1ccc2c(c1)c(CC(=O)O)c(C)n2C(=O)c1ccc(Cl)cc1 as listed: INS promoter inh = 14; SDO1 yeast rescue = 0.31; SDO1 yeast rescue Rescue 24 h = 0.04
# CN1c2ccccc2-c2nc3ccccc3n2C1c1ccncc1 (stereo not given) as listed: INS promoter inh = 55; SDO1 yeast rescue = -0.29; SDO1 yeast rescue Rescue 24 h = -0.79
# COC(=O)c1ccc(OC(=O)c2cccs2)cc1 as listed: INS promoter inh = -13; SDO1 yeast rescue = x; SDO1 yeast rescue Rescue 24 h = x
